Screening results deposited in PubChem by Sanford-Burnham Center for Chemical Genomics.
NR3A LBD binder: binders of NR3A ligand-binding domain, primary screen, biophysical, differential scanning fluorimetry, uHTS; actives 2.5% (n = 340,000); Tm shift relative to glycine control, % at 25 µM; NR3A LBD differential scanning fluorimetry, Tm shift; 0% = protein alone, 100% = glycine-bound protein; Glutamate receptor ionotropic, NMDA 3A (GRIN3A) ligand-binding domain;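 active = melting temperature shift of at least 10% of the positive control shift, at one fixed dose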
PfG6PD inh: PfG6PD enzyme inhibitors, primary screen, biochemical, fluorescence intensity, uHTS; glucose-6-phosphate dehydrogenase-6-phosphogluconolactonase (Plasmodium falciparum 3D7); PfGluPho enzyme, NADPH resazurin-diaphorase fluorescence; inhibition, % at 20 µM; actives 0.78% (n = 350,000);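 active = inhibition reaching at least a set limit at 20 µM in the primary screen, cut at about 59% in these data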;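 note: 0% = DMSO wells with substrate and 100% = DMSO wells lacking glucose-6-phosphate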
SENP1 FRET inh: human SENP1 catalytic domain inhibitors, primary screen, biochemical, FRET, uHTS. Sentrin-specific protease 1 (Homo sapiens), Q9P0U3. recombinant SENP1 catalytic domain, CyPet-SUMO1-YPet FRET cleavage. inhibition, % at 10 µM. actives 0.21% (n = 360,000);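 active = inhibition at least 30% at 10 µM, raw YFP signal under a set limit, fluorescence ratio 0.5 to 1.5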;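 note: 0% = enzyme with DMSO and 100% = no enzyme wells; some results filed as inactive read as strong as hits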
Target sequence (Q9P0U3 419-644 limits assumed): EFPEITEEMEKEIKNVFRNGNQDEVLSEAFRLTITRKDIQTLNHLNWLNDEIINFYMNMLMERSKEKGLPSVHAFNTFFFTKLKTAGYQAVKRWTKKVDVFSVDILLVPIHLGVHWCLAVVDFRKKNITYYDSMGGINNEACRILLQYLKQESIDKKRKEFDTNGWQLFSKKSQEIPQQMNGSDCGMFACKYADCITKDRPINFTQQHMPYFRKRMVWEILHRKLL
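Assay system: hSENP1 catalytic domain, recombinant. Amount: SENP1 enzyme, 20 pM final. Schedule: 50 min reaction, RT, dark. Technique: FRET, CFP and YFP emission. Control set: no-enzyme wells low, DMSO-plus-enzyme wells high control.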
SENP8 inh: human SENP8 protease inhibitors, primary screen, biochemical, fluorescence, Nedd8 protein substrate, uHTS. recombinant SENP8. Sentrin-specific protease 8 (Homo sapiens), Q96LD8. inhibition, % at 20 µM. actives 0.64% (n = 360,000); in the data active = inhibition mostly above about 40%, no sharp cut-off; inactive = mostly below about 27%
ATG4B inh: ATG4B protease inhibitors, primary screen, biochemical, fluorescence, uHTS | ATG4B cleavage of LC3-PLA2, NBD-HPC fluorescence, 1 h | inhibition, % at 8.33 µM | actives 0.51% (n = 340,000) | AID 504462, 2011; in the data active = inhibition above about 40%
MPTP block: mitochondrial permeability transition pore inhibitors, primary screen, biochemical, isolated mouse mitochondria, absorbance; Ca2+ swelling absorbance, 30 min; inhibition, % at 10 µM; actives 1.4% (n = 360,000);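 active = inhibition of 50% or more, scaled per plate between neutral and stimulator controls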;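 note: 0% = DMSO wells given calcium and 100% = 1 mM EGTA wells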
hIAP activ: human IAP activators, primary screen, biochemical, luminescence, uHTS; purified human IAP, CDP-Star luminescence, 30 min; stronger effect = higher value; 1 = vehicle-only enzyme, 0 = enzyme-free background; actives 0.16% (n = 330,000); Intestinal-type alkaline phosphatase (Homo sapiens), P09923; activation factor at 10 µM;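 active = activation factor of the enzyme at least 2-fold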; note: the source names both 10 and 20 µM as test concentration; values of inactives mirror those of a sister screen read the other way
SENP6 inh: SENP6 protease inhibitors, primary screen, biochemical, luminescence, uHTS; Sentrin-specific protease 6 (Homo sapiens), Q9GZR1; Recombinant SENP6 catalytic domain, aminoluciferin luminescence; inhibition, % at 10 µM; actives 1.8% (n = 330,000); AID 2599, 2010;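 active = inhibition above about 50% at the single tested dose, limit read from the data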;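 note: plate controls were DMSO wells with enzyme for no effect and DMSO wells lacking enzyme for full effect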
Target sequence (Q9GZR1 628-1112 limits assumed): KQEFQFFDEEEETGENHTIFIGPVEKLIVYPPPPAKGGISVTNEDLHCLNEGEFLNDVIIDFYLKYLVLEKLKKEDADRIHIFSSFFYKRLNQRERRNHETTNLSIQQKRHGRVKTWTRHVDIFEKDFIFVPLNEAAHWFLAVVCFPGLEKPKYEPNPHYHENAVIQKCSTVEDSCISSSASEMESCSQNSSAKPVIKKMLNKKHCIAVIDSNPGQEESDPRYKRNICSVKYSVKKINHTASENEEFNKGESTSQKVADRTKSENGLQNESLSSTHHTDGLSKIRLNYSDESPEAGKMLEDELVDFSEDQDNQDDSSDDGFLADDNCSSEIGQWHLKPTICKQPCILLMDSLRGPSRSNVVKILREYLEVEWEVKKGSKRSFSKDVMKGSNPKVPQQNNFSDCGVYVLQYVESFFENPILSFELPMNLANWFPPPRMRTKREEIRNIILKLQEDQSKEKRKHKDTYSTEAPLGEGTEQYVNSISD
The depositor's hits bear a star; . = no result given.

Every second line gives: SENP8 inh, MPTP block, PfG6PD inh, SENP6 inh, hIAP activ, NR3A LBD binder, SENP1 FRET inh, ATG4B inh
[1] C/C(=N\NC(=O)c1c([N+](=O)[O-])c(C)nn1C)c1ccc(NC(=O)c2ccc(C)o2)cc1
→ 7.8, 0.2, -8.1, -3.7, 1.08, 0.8, 0.6, -1.9
[2] O=[N+]([O-])c1ccc(Sc2ccc(F)cc2)nc1
→ 17.9, 1.9, 5.1, -12.4, 1.04, -0.1, -1.1, -4.7
[3] O=C(Nc1ccc(F)cc1)c1cc(Cl)sc1Cl
→ 11.9, 0.7, 0.0, -27.2, 0.849, 0.9, 1.9, -2.8
[4] CC(C#N)On1c(SC(C)C#N)nc2ccccc2c1=O (configuration not stated)
→ 9.8, 0.5, -7.0, 3.2, 0.942, -0.7, 3.4, -10.6
[5] CC(C)(C)C(=O)N1CCn2c1nc1ccccc12
→ 8.2, 1.2, 1.9, -23.0, 1.05, -0.4, 1.4, -1.6
[6] CCC(C)[C@H](NC(=O)N1CC(=O)Nc2ccccc21)C(=O)Nc1nccs1 (some centres not stated)
→ 7.8, -1.4, 3.1, -11.8, 0.891, -2.4, -2.8, 7.3
[7] COC(=O)CSc1nc(C)c2c(n1)CCCC2
→ -0.5, -1.6, -8.0, -8.1, 1.01, 0.2, 0.4, -2.7
[8] COc1ccc2cc(S(=O)(=O)N3CCN(C)CC3)ccc2c1
→ 16.6, 13.5, 19.7, -9.3, 1, 1.7, -3.2, -4.6
[9] COc1ccc(C(CNC(=O)c2cc3ccccc3cc2OC)N2CCCC2)cc1 (configuration not stated)
→ -171.6, 1.5, 24.6, 2.0, 0.975, 0.4, -7.6, -0.1
[10] Cc1ccc(S(=O)(=O)Cc2nnnn2-c2ccccc2)cc1
→ -0.2, -0.3, 0.1, -7.1, 0.964, -4.3, 2.0, 9.4
[11] CCCn1c(SCC(=O)c2ccc(CC)cc2)n[nH]c1=O
→ 11.1, -1.9, 25.3, -10.8, 1.18, 3.2, -1.3, -0.4
[12] Cn1cnc([N+](=O)[O-])c1SCC(=O)NN
→ 9.5, 2.0, 49.9, -4.8, 0.919, -1.0, 1.7, -2.6
[13] COc1ccc(NC(=O)COc2ccc(/C=C/c3cccc[n+]3C)cc2OC)cc1
→ -118.4, -1.0, -2.1, -6.9, 0.681, -2.0, -11.7, -3.9
[14] O=C(O)CNC(=O)CC1S/C(=N/N=C/c2ccccc2O)NC1=O (configuration not stated)
→ -52.3, -1.6, -32.6, -14.7, 1.24, -5.2, -2.0, -8.2
[15] CCSC1=C(C#N)C(=O)n2c1cc1c2CCCC1
→ 7.6, 6.0, -3.6, 0.8, 0.948, -1.0, -6.3, -4.8

Record cards, from the list above. Order of values: SENP8 inh	MPTP block	PfG6PD inh	SENP6 inh	hIAP activ	NR3A LBD binder	SENP1 FRET inh	ATG4B inh
Profile of COc1ccc2cc(S(=O)(=O)N3CCN(C)CC3)ccc2c1 → 16.6	13.5	19.7	-9.3	1	1.7	-3.2	-4.6
Profile of O=[N+]([O-])c1ccc(Sc2ccc(F)cc2)nc1 → 17.9	1.9	5.1	-12.4	1.04	-0.1	-1.1	-4.7

Along the list, as entered above:
Nos. 3–14 in ATG4B inh, in turn: -2.8, -10.6, -1.6, 7.3, -2.7, -4.6, -0.1, 9.4, -0.4, -2.6, -3.9, -8.2
Nos. 3–14 in MPTP block, in turn: 0.7, 0.5, 1.2, -1.4, -1.6, 13.5, 1.5, -0.3, -1.9, 2.0, -1.0, -1.6

The results go on:
Every second line gives: SENP8 inh, MPTP block, PfG6PD inh, SENP6 inh, hIAP activ, NR3A LBD binder, SENP1 FRET inh, ATG4B inh
[16] CCc1cccc2c(/C=N/NC(=O)c3cccc(S(=O)(=O)Nc4ccccc4Cl)c3)c[nH]c12
→ -77.4, -3.2, 4.2, -23.7, 1.02, 27.4*, -1.3, 7.3
[17] Cc1ccc(Cn2c(NCCCn3ccnc3)nc3c2c(=O)n(C)c(=O)n3C)cc1
→ 13.6, -5.8, -11.1, -0.7, 1.18, 1.0, -0.4, -6.3
[18] Cc1ccc(SCCNC(=O)c2ccc(CN3CCOCC3)cc2)cc1
→ 7.1, 0.5, 2.0, -13.9, 1.04, -2.3, 1.6, 3.2
[19] Cc1ccc(S(=O)(=O)N2CCOCC2)cc1NCC(=O)Nc1ccc(OC(F)(F)F)cc1
→ -1.0, 2.3, 1.7, 4.5, 0.907, 3.3, 0.5, -3.6
[20] NC(=O)C1(N2CCCCC2)CCN(C(=S)Nc2ccccc2)CC1
→ 9.5, -0.4, 2.9, -40.2, 0.93, -4.6, 3.2, -8.0
[21] CCCCCN(C(=O)CCC(=O)OC(C)C(=O)c1ccc(CC)cc1)c1c(N)n(CCCC)c(=O)[nH]c1=O (configuration not stated)
→ 12.9, -0.5, -15.4, ., ., 0.5, 2.5, -7.2
[22] CCn1c(=O)[nH]c2cc(Cl)c(Cl)cc21
→ -6.7, -0.1, 11.7, -2.3, 0.997, -3.5, -0.9, -8.2
[23] Cc1ccc(C(=O)CCC(=O)OCC(=O)NNC(=O)c2ccccc2Cl)cc1
→ 6.2, -1.5, 16.6, -3.2, 1.28, 1.2, 0.7, -10.7
[24] Cc1ccc(-c2nnc(-c3cc(C)on3)o2)cc1
→ 23.0, 2.3, 5.8, 19.5, 1.04, -0.6, 3.0, 2.4
[25] CNC(=O)N(c1ccccc1)c1ccccc1
→ 43.1*, -0.4, 16.9, -18.3, 1.04, 0.9, -0.1, 6.4
[26] C/C(=N\OC(=O)c1ccc(C)cc1)c1sc(C)nc1C
→ 15.8, 0.7, 13.4, 78.9*, 1.22, -1.1, 7.0, -2.6
[27] Cc1cccc(NC2=NC(C)(C)N=C(N)N2)c1C
→ 19.8, -1.5, 7.0, -6.1, 0.823, 0.4, 0.2, 5.0
[28] O=C(NC1CCCc2ccccc21)C1CCN(S(=O)(=O)c2cccc3nsnc23)CC1 (configuration not stated)
→ 18.0, 6.1, -7.7, -15.0, 1.18, 0.7, 2.3, 0.4
[29] CCOC(=O)/C(C#N)=C\c1cc(OC)c(OC)cc1[N+](=O)[O-]
→ -271.3, -0.1, 22.9, -23.3, 0.987, -0.5, -12.8, 0.6
[30] CCn1c(N2CCN(C(=S)NCCc3ccccc3)CC2)nc2ccccc21
→ 15.0, 3.2, -16.0, -21.9, 1.19, -14.2, 0.0, 8.3
[31] CC(C)(C)n1cnc2cc(NCc3cccs3)ccc21
→ -30.8, 2.3, 36.6, -2.1, 1.08, 0.4, -1.2, -7.2
[32] CCOC(=O)C1CCN(C(=O)CC2C(=O)N(Cc3ccccc3)C(C)c3nc4ccccc4n32)CC1 (configuration not stated)
→ 22.3, -0.9, -9.9, -9.5, 0.966, -0.5, 2.3, 0.5

Among those listed so far, these have a Cl atom:
Every second line gives: SENP8 inh, MPTP block, PfG6PD inh, SENP6 inh, hIAP activ, NR3A LBD binder, SENP1 FRET inh, ATG4B inh
[3] O=C(Nc1ccc(F)cc1)c1cc(Cl)sc1Cl
→ 11.9, 0.7, 0.0, -27.2, 0.849, 0.9, 1.9, -2.8
[16] CCc1cccc2c(/C=N/NC(=O)c3cccc(S(=O)(=O)Nc4ccccc4Cl)c3)c[nH]c12
→ -77.4, -3.2, 4.2, -23.7, 1.02, 27.4*, -1.3, 7.3
[22] CCn1c(=O)[nH]c2cc(Cl)c(Cl)cc21
→ -6.7, -0.1, 11.7, -2.3, 0.997, -3.5, -0.9, -8.2
[23] Cc1ccc(C(=O)CCC(=O)OCC(=O)NNC(=O)c2ccccc2Cl)cc1
→ 6.2, -1.5, 16.6, -3.2, 1.28, 1.2, 0.7, -10.7
